Compound activity: PubChem BioAssay, National Center for Advancing Translational Sciences (NCATS)
LMNA splice mod – changes lamin A minigene splicing in HeLa cells. HeLa LMNA splicing GFP/RFP minigene ratio, 48 h. AID 1487. Potency, µM (highest dose often 46.1 µM), for inactives: top-dose ratio change, negative = inhibition, hits mostly inhibitors. 0.01% of 200,000 active; active means well fitted inhibition curve with a large enough effect in the signal ratio, with a control signal flat, not every such curve was filed as active; inconclusive means small, poorly fitted or top-dose-only effect, or effect the other way, or a change in a side signal; the % refers to the signal ratio; further: potency means the concentration at half of the fitted maximal effect; on the % scale 0 is the no-effect control and ±100 the full control effect
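S3 HeLa stable clones carrying a lamin A-EGFP splicing minigene plus DsRed2 were seeded at 600 cells/well in Opti-MEM with 2% FBS, pin-dosed and incubated 48 h at 37°C. Acumen cytometry (488 nm) gave the GFP/RFP total-intensity ratio.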
HTT aggregate – mutant huntingtin aggregation inhibition; PC12 HttQ103-GFP aggregates, Acumen cytometry, 40 h; Potency, µM (series often up to 46.1 µM), inactives show at the highest dose activity change, negative = inhibition, actives largely listed as inhibitors; 1.1% of 220,000 active; AID 1688; further: potency means the concentration at half of the fitted maximal effect; on the % scale 0 is the no-effect control and ±100 the full control effect; nearly all actives have a fitted effect of over 60% in size
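Inducible Q103 Huntingtin exon 1–GFP PC12 line, 1500 cells/well in phenol red free DMEM with 5% equine and 5% calf serum. Tebufenozide 100 nM induced expression; compounds titrated; aggregates quantified by cytometry.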
GAA spleen mod – inhibitors or activators of human alpha-glucosidase in spleen homogenate. P10253. human spleen homogenate, 4-MU-alpha-glucoside fluorescence. Potency, µM (top dose mostly 79.9 µM), for inactives: at the top dose activity change, negative = inhibition, usual class: inhibitors. 0.006% of 240,000 active;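 further: potency means the concentration at half of the fitted maximal effect; 0% = enzyme with vehicle and -100% = no enzyme basal signal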
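Compounds were titrated against alpha-glucosidase in spleen homogenate at pH 5.0, with 1 mM 4-methylumbelliferyl substrate for 40 min at 37 C. Reactions were quenched with pH 10 NaOH/glycine and fluorescence measured.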
HTT cytoprotect – protects HTT-Q103 PC12 cells, measured by ATP | PC12 HTT-Q103 induced, cytoprotection, ATP luminescence, 40 h | Potency, µM (doses to about 56.4 µM), for the others: cytoprotection (ATP increase), usual class: activators | 0.14% of 230,000 active | AID 1471;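 further: potency means the concentration at half of the fitted maximal effect; % of control where 0% means no effect; nearly all actives have a fitted effect of over 45% in size; toxic huntingtin expression switched on by the ecdysone agonist tebufenozide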
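Readout: ATPlite luminescence (ATP level). Model: stable PC12, inducible Htt exon1 Q103-GFP. Inducer: tebufenozide, 100 nM final. Compounds: dose series. No G418 in medium.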
GAA inh – alpha-glucosidase (human) inhibition. P10253. purified human GAA, 4-MU-alpha-glucoside fluorescence. Potency, µM (highest dose often 76.9 µM), for inactives: top-dose activity change, negative = inhibition, actives largely listed as inhibitors. 0.005% of 200,000 active. AID 1466;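 further: potency means the concentration at half of the fitted maximal effect; plate controls were uninhibited enzyme wells for no effect and no-enzyme background for full effect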
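Endpoint fluorogenic read: 20 min room-temperature reaction of 4 nM human alpha-glucosidase with 400 uM 4-methylumbelliferyl-alpha-D-pyranoside, pH 5.0, quenched with 1M NaOH/1M glycine pH 10. AC50 from Hill modeling.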
CBFb RUNX1 block – CBF-beta/RUNX1 interaction disruption. AlphaScreen CBFb-His/RUNX1-biotin binding, biochemical. Potency, µM (top dose mostly 59.8 µM), without a hit: at the top dose activity, negative = inhibition, hits mostly inhibitors. 230,000 tested, under 10 active. AID 1477; further: % of control where 0% means no effect
Target sequence (Q01196 whole entry, looked up): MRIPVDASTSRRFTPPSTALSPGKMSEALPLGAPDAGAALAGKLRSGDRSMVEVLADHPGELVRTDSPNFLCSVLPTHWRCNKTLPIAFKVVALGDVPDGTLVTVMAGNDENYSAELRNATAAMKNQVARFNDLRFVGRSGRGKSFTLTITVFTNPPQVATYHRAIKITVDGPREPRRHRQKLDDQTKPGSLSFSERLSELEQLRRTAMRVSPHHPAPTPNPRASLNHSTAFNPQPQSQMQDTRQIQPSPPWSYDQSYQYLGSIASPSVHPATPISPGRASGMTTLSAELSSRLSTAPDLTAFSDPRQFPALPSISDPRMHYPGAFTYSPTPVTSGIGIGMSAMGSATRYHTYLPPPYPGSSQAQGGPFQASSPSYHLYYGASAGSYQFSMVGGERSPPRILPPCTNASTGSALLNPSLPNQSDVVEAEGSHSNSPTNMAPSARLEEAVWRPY
Target sequence (Q13951 whole entry, looked up): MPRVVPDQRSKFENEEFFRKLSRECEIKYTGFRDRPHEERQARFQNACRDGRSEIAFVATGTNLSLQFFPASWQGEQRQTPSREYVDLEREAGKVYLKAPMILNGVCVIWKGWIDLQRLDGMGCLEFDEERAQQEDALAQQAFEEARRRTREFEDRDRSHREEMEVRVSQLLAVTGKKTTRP
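CBF-beta (His) and RUNX1 (biotin), 30 nM each; 20 min preassociation; + compound, 15 min; + beads 50 ng each (Ni, streptavidin), 90 min; RT; AlphaScreen read.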
GAA glycogen – inhibitors or activators of human alpha-glucosidase glycogen cleavage | P10253 | recombinant GAA, glycogen substrate, Amplex Red glucose oxidase fluorescence | Potency, µM (titrated, usually from 76.4 µM), for inactives: top-dose activity change, negative = inhibition, hits mostly inhibitors | 0.38% of 300,000 active | AID 2100;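 further: potency means the concentration at half of the fitted maximal effect; 0% = full enzyme reaction and -100% = no-enzyme basal signal; the screen sought inhibitors and activators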
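Recombinant human enzyme (4 nM); glycogen substrate; 37 C, 40 min, pH 5.0. Readout: coupled glucose oxidase/Amplex Red fluorescence.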
* = called active by the depositor; ? = inconclusive; nt = no result given; & = joins results of further samples; [ ] = another dose, or the depositor's remark. Unless noted, the call rests on the fitted dose curve; in most records, active means well fitted curve in the direction sought with a large enough effect; inconclusive means small, poorly fitted or top-dose-only effect, or another doubt; inactive means no such curve, though single readings can be large; an effect the other way counts as inactive or inconclusive.

Every second line gives: LMNA splice mod	HTT aggregate	GAA spleen mod	HTT cytoprotect	GAA inh	CBFb RUNX1 block	GAA glycogen
[1] NC(=O)c1ccccc1NS(=O)(=O)c1ccc2c(c1)OCCO2
    -1%	-10%[9.22 µM]	3%	-4%	-2%	0%	3%
[2] O=C(NC(=S)NCCOCc1ccc(Cl)cc1)c1cccnc1
    -4%	29%	5%	9%[0.074 µM]	5%	4%	-5%
[3] O=S(=O)(NCc1cc(-c2ccc(Cl)cc2)no1)c1ccccc1
    -3%	11%	-14%	31%	10%	1%	-6%
[4] CCOC(=O)c1sc(=S)n(C)c1NC(=O)c1ccc(OC)cc1
    nt	-13%[9.22 µM]	-8%	10%[10 µM]	nt	0%	5%
[5] O=C1CN(C(=O)COC(=O)CNC(=O)c2ccc(Br)o2)c2ccccc2N1
    -3%[46 µM]	19%	2%	-12%[10 µM]	-1%	-2%	0%
[6] CCSC1=NCCN1C(=O)C(C)(C)Oc1ccc(Cl)cc1
    nt	-1%	nt	-46%[inhibitor]	2%	18%	3%
[7] O=C(NCCOc1ccccc1)c1cc2ccccc2o1
    19%	12%	-1%	-21%	0%	1%	-6%
[8] CC(=O)[C@]1(O)Cc2c(O)c3c(c(O)c2[C@@H](O[C@H]2C[C@H](N)[C@H](O)[C@H](C)O2)C1)C(=O)c1c(O)cccc1C3=O
    nt	0.63µM*	-9%	-35%[inhibitor]	nt	-22%	nt
[9] O=C(c1ccc(Cl)c(S(=O)(=O)Nc2ccccc2C(=O)N2CCc3ccccc3C2)c1)N1CCc2ccccc2C1
    ?	?	-11%	3%[10 µM]	2%	-7%	2%
[10] O=C(CSc1nnc(CNC(=O)c2cccs2)o1)NCC1CCCO1 (centres undefined)
    nt	-24%	-1%	0%	7%	-1%	3%
[11] N/C(=N\OC(=O)c1ccc(F)cc1)c1ccc(Br)cc1
    13%[46 µM]	-17%	3%	-17%	12%	0%	10%
[12] CC(=O)Oc1cccc2c1C(=O)c1c(OC(C)=O)cc(C(=O)O)cc1C2=O
    ?	?	0%&-6%	?	-4%[15.4 µM]	2%&-4%	-15%
[13] Cc1cccc(NC(=O)CN(c2ccc(C(C)C)cc2)S(=O)(=O)c2c(C)nn(C)c2C)n1
    2%	-23%	4%	1%	-4%	0%	2%
[14] COC(=O)c1ccc(NC(=O)CNCc2ccncc2)cc1
    -6%	-3%	-1%	12%[10 µM]	2%	10%	20%
[15] Cc1ccn2cc(-c3cccc(NC(=O)c4cccs4)c3)nc2c1
    -10%[46 µM]	-7%	-4%	-121%[inhibitor]	-3%	2%	0%
[16] CCOC(=O)C1=NNC(C(=O)c2ccccc2)C1c1ccc(C)cc1 (centres undefined)
    nt	-2%[9.22 µM]	1%	18%[10 µM]	1%[15.4 µM]	-5%	-4%
[17] CC(=O)c1cc2c(cc1NC(=O)c1cccc(S(=O)(=O)N3CCN(C)CC3)c1)OCO2
    7%[46 µM]	-8%	1%	16%[10 µM]	4%	1%	-2%
[18] Cc1ccc(N2C(SCC(=O)O)=NC(=Nc3cccc(C)c3)C23CCCC3)cc1
    15%[46 µM]	8%	-6%	-27%	-3%	-7%	-1%
[19] N#Cc1cc(N)ccc1-n1cccc1
    ?	0%[9.22 µM]	-2%	6%[10 µM]	-12%	6%	3%
[20] Cc1cccc(OCc2nc(-c3nonc3N)no2)c1C
    5%	-21%	-7%	4%	-4%	21%	8%

Looked up above.
`O=C(NC(=S)NCCOCc1ccc(Cl)cc1)c1cccnc1` in HTT cytoprotect is listed with 9%[0.074 µM]
`Cc1ccn2cc(-c3cccc(NC(=O)c4cccs4)c3)nc2c1` in CBFb RUNX1 block is listed with 2%
`NC(=O)c1ccccc1NS(=O)(=O)c1ccc2c(c1)OCCO2` in CBFb RUNX1 block is listed with 0%
`COC(=O)c1ccc(NC(=O)CNCc2ccncc2)cc1` in GAA inh is listed with 2%

The results go on:
Every second line gives: LMNA splice mod	HTT aggregate	GAA spleen mod	HTT cytoprotect	GAA inh	CBFb RUNX1 block	GAA glycogen
[21] CO/N=C\[C@@H](OC)[C@H](C)/C=C\CC(=O)OC
    nt	nt	1%[17.4 µM]	6%[10 µM]	nt	-4%[13.1 µM]	nt
[22] COCCNC(=O)CSc1nc2nc(C)cc(C)n2n1
    11%	11%	-16%	1%	-4%	3%	-6%
[23] O=C(c1ccc(Br)o1)N1CCN(c2ncccn2)CC1
    3%	10%	-3%	-17%	-1%	-3%	0%
[24] CCOC(=O)C1=C(C)N(CCCCCC(=O)O)C(=O)NC1c1ccccc1OC(=O)c1cccs1 (centres undefined)
    6%	-6%	4%	nt	6%	2%[2.36 µM]	3%
[25] C/C(CC(=O)N1CCN(C=O)CC1)=N\NC(=O)c1ccc(Br)cc1
    8%[46 µM]	nt	-2%	nt	12%	-1%	-12%
[26] CC(=O)Nc1ccc(C(=O)Nc2ccc(S(=O)(=O)NCC3CCCO3)cc2)cc1 (centres undefined)
    -8%	1%	0%	-10%[10 µM]	-4%	6%	-7%
[27] Cc1nc(N2CCOCC2)c(C#N)c(C)c1Br
    -2%	12%	-6%	7%	-4%	3%	-4%
[28] O=C(NCCc1ccc2c(c1)OCCO2)c1cc2ccccc2o1
    -18%	?	3%	-6%[10 µM]	-8%	-9%	-14%
[29] O=C(COC(=O)c1cccc(S(=O)(=O)N2CCOCC2)c1)Nc1nc(-c2ccccc2Cl)cs1
    9%	2%	-7%	-36%	-4%	-10%	-7%
[30] COc1ccc(C(=O)c2sc3nc(-c4ccc(OC)cc4)ccc3c2N)cc1
    -13%	-6%	3%	3%[10 µM]	-10%	10%	11%
[31] COc1cc(N2CCCC2)c(OC)cc1/C=C1/NC(=S)NC1=O
    -12%	-3%	4%	8%[0.074 µM]	2%	-28%	-5%
[32] COc1cccc(-c2c(C#N)c(N)nc3c2c(=O)nc2sccn23)c1
    nt	2%	nt	8%	-3%	28%	0%
[33] NNC(=O)c1cc2sccc2s1
    nt	9%[9.22 µM]	-2%	-21%[10 µM]	2%	-3%	25µM*
[34] CCOC(=O)/C=C1\SCC(=O)N1Cc1nnc(-c2ccccc2Br)o1
    0%	-3%	3%	-23%	-6%	-17%	?
[35] CC(NCc1ccc(S(N)(=O)=O)cc1)C(=O)Nc1cccc(Cl)c1 (centres undefined)
    nt	-12%[9.22 µM]	-1%	26%[10 µM]	nt	4%	2%
[36] Cc1cccc(CNc2ncnc3ccc(-c4ccccc4CN(C)C)cc23)c1
    -18%	nt	7%	-18%	nt	nt	nt
[37] O=C(Cc1cccs1)OCC(=O)c1ccco1
    -8%	6%	7%	-12%	-1%	-19%	4%
[38] O=C(N/N=C\c1cn(-c2ccccc2)nc1-c1ccccc1)c1ccc(Br)o1
    ?	25µM*	-5%	-49%[inhibitor]	-3%	-7%	-3%
[39] O=C1N/C(=C\c2nc3ccccc3s2)c2ccccc21
    nt	-10%[9.22 µM]	0%	-14%[10 µM]	-3%	10%	4%
[40] C[C@H](NC(=O)/C(C#N)=C/c1ccc(O)c(O)c1)c1ccccc1
    ?	nt	16%&-4%	-10%	nt	8%	nt

Structures above shown as hits in GAA glycogen.
cpd | SMILES | HTT aggregate | GAA spleen mod | GAA inh | CBFb RUNX1 block | GAA glycogen
33 | NNC(=O)c1cc2sccc2s1 | 9%[9.22 µM] | -2% | 2% | -3% | 25µM*

More records
Every second line gives: LMNA splice mod	HTT aggregate	GAA spleen mod	HTT cytoprotect	GAA inh	CBFb RUNX1 block	GAA glycogen
[41] O=C(COc1ccc(Cl)cc1)N1CCCC1
    2%	-14%	-2%	29%[10 µM]	5%	2%	3%
[42] O=C1NCCCCC1NS(=O)(=O)c1ccc(F)c(F)c1 (centres undefined)
    nt	-3%[9.22 µM]	-2%	-5%[10 µM]	nt	5%	6%
[43] Cc1cc(N2CCCCC2)nc2c(C)cccc12
    nt	-11%[9.22 µM]	-4%	-43%[inhibitor]	?	4%	4%
[44] Cc1cc(NC(=O)CCC(=O)N(CC(=O)NCC2CCCO2)c2ccc3c(c2)OCCO3)no1 (centres undefined)
    -4%	1%	2%	12%[10 µM]	?	-2%	2%
[45] COc1cccc(C(=O)N[C@@H](CCSC)c2nc3ccccc3[nH]2)c1
    3%[46 µM]	-7%	-7%	-50%	1%	-9%	-7%
[46] CCN(CC)C(=O)CN1CCN(c2ncccn2)CC1
    -8%	5%	-8%	-11%	0%	7%	3%
[47] CNC(=S)NCc1ccc(OC)cc1
    0%	-12%	2%	10%[0.074 µM]	6%	2%	10%
[48] CC(c1ccccc1)N1CC(C(=O)N2CCN(c3ccccc3)CC2)CC1=O (centres undefined)
    -6%	5%	0%	20%	-1%[15.4 µM]	-1%	-7%
[49] CNC(=O)c1ccc(Oc2ccc(C(=O)NC)cc2)cc1
    5%	?	-3%	0%	9%	-6%	-4%
[50] CCOC(=O)Cc1csc(NC(=S)NC(=O)c2ccc([N+](=O)[O-])cc2)n1
    12%	8%	4%	-7%[10 µM]	-6%	-7%	-4%
[51] O=C(c1noc2c1CCCC2)N1CCN(C(c2ccccc2)c2ccccc2)CC1
    11%	4%	-2%	5%	0%	9%	2%
[52] CSCCCNC(=O)c1ccc(OC2CCN(CCc3ccccc3)CC2)cc1
    -5%[46 µM]	9%[9.22 µM]	-1%	14%[10 µM]	-19%	-1%	5%
[53] O=C(CCC(=O)CCN1CCCCC1)CCN1CCCCC1
    6%	8%	-3%	-15%	-2%	-3%	9%
[54] COc1ccc(S(=O)(=O)N(C)CC(=O)Nc2ccc3c(c2)OCO3)cc1
    -4%	-7%	0%	5%	0%	11%	8%
[55] O=C(O)CCC(=O)OC[C@@H](NC(=O)C(Cl)Cl)C(O)c1ccc([N+](=O)[O-])cc1 (some centres undefined)
    nt	nt	-2%	?	nt	15%	nt
[56] CCNc1c([N+](=O)[O-])c(=O)n(CC)c2ccccc12
    nt	5%[9.22 µM]	3%	-7%[10 µM]	nt	9%	5%
[57] Cc1nc2ccccc2n1CC(=O)OCC(=O)Nc1ccc2c(c1)OCCO2
    3%	-7%	1%	5%	4%	9%	0%
[58] CCCC(CCC(=O)Nc1ccn(-c2ccccc2)n1)C(=O)O (centres undefined)
    nt	-11%[9.22 µM]	12%	7%[10 µM]	-11%	-6%	1%
[59] CCOc1ccc(OCc2ccc(C(=O)NCc3cccnc3)o2)cc1
    6%	-1%	-7%	-16%	4%	0%	3%
[60] CCSCCC(NC1=CC(=O)CC(C)(C)C1)C(=O)O (centres undefined)
    -6%	-2%	-3%	3%[10 µM]	5%	3%	2%
[61] Cc1ccc(N(CC(=O)NCC2CCCO2)C(=O)CCC(=O)Nc2ccccn2)cc1 (centres undefined)
    nt	16%	-1%	-20%	-8%	-1%	6%
